Assay outcomes deposited in PubChem by National Center for Advancing Translational Sciences (NCATS).
Mito fusion yeast: qHTS Assay for Small Molecule Inhibitors of Mitochondrial Division or Activators of Mitochondrial Fusion; AID 485298, 2010; 0.23% of 320,000 active; Potency, µM (series often up to 46.1 µM), without a hit: top-dose growth rescue (activation), actives largely listed as activators; S. cerevisiae fusion-defective mutant growth rescue, CellTiterGlo 48 h;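 also: potency is read from the fitted curve at half-maximal effect; % of control where 0% means no effect; nearly all actives have a fitted effect of over 45% in size; temperature-sensitive fusion mutants such as fzo1-1 at 37 °C on non-fermentable ethanol glycerol medium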
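Read-out: ATP-based luminescence (CellTiterGlo, 10 min ambient) reporting growth of fusion-defective ts yeast after 48 hours at 37C on glycerol/ethanol YPEG medium in the presence of compound.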
ELG1 DNA repair: qHTS screen for small molecules that inhibit ELG1-dependent DNA repair in human embryonic kidney (HEK293T) cells expressing luciferase-tagged ELG1; HEK293T ELG1-luciferase reporter, luminescence, 16 h; DNA damage induced by 5-fluorouridine; Potency, µM (titrated, usually from 46.1 µM), without a hit: at the highest dose activity change, negative = inhibition, usual class: inhibitors; 2.3% of 330,000 active; also: potency is read from the fitted curve at half-maximal effect; % is scaled to controls: 0 for no effect and ±100 for the full control effect; nearly all actives have a fitted effect of over 55% in size
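In this reporter screen, reduction of luminescence relative to DMSO vehicle indicated activity. Compounds and 5-fluorouridine were added together to 2,000 cells per well, incubated for 16 hr at 37 °C, then developed with ONE-Glo.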
NPC1 prom act: qHTS Assay for NPC1 Promoter Activators | Potency, µM (doses to about 9.22 µM), inactives show top-dose activation, actives largely listed as activators | Huh7 NPC1 promoter luciferase reporter, 24 h | 2.4% of 320,000 active;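 also: potency is read from the fitted curve at half-maximal effect; % of control where 0% means no effect; nearly all actives have a fitted effect of over 60% in size; reporter is driven by a mutant NPC1 promoter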
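Compounds in DMSO were transferred onto Huh7 NPC1-luciferase reporter cells pre-incubated 2 h; after 24 h at 37 °C, Amplite reagent was dispensed and luminescence recorded 10 min later.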
PKM2 act: qHTS Assay for Activators of Human Muscle isoform 2 Pyruvate Kinase; purified PKM2, Kinase-Glo ATP luminescence, activation; response scale: 0% is enzyme alone, no compound; Potency, µM (series often up to 57.5 µM), without a hit: at the highest dose activation, hits mostly activators; 0.34% of 260,000 active; AID 1631, 2009; also: potency is read from the fitted curve at half-maximal effect; % is scaled to controls: 0 for no effect and ±100 for the full control effect; nearly all actives have a fitted effect of over 55% in size
Target sequence (P14618 whole entry, looked up, canonical isoform): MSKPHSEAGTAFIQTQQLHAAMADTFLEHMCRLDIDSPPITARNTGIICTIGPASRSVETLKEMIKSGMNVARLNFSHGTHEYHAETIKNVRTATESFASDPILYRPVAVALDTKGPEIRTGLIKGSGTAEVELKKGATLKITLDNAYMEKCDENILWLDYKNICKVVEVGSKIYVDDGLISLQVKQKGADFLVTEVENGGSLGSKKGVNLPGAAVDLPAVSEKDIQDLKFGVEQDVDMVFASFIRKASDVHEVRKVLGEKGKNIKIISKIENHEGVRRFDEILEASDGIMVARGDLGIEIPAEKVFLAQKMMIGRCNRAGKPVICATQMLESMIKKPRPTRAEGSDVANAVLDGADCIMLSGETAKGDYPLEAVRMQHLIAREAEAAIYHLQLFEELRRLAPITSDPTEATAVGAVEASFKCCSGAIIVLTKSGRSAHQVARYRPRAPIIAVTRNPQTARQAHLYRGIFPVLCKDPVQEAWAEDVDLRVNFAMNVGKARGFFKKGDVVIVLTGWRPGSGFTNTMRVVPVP
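hPK-M2, >95% pure; 0.1 mM ADP / 0.5 mM PEP final; imidazole pH7.2 buffer w/ 7 mM MgCl2, 50 mM KCl; 1 h RT; Kinase-Glo lum. Intermediate enzyme activity for dual inhibitor/activator qHTS.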
Menin MLL FP TR: qHTS Assay for Inhibitors Targeting the Menin-MLL Interaction in MLL Related Leukemias: Competition With Texas Red Labeled MLL-derived Mutant Peptide; 0.23% of 270,000 active; O00255; Menin + Texas Red MLL mutant peptide, fluorescence polarization; Potency, µM (series often up to 61.6 µM), for the others: at the highest dose FP activity change, negative = inhibition, hits mostly inhibitors; AID 1768, 2009; active = well fitted inhibition curve with a large enough effect in the polarisation, with a control signal flat, not every such curve was filed as active; inconclusive = small, poorly fitted or top-dose-only effect, or effect the other way, or a change in a side signal; inactive = no such curve, though single readings can be large or run the other way; the % refers to the polarisation; also: potency is read from the fitted curve at half-maximal effect; % of control where 0% means no effect; many of its hits are not listed in these tables
KCNH2 3.1 inh: qHTS for Inhibitors of KCHN2 3.1: Mutant qHTS. Potassium voltage-gated channel subfamily H member 2, brain isoform KCNH2 3.1 (human). U2OS KCNH2 3.1, thallium flux FluxOr; stronger effect = lower value. activity change, % (tested at about 1.8 µM). 0.95% of 340,000 active. AID 720553, 2013;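 active = maximum activity change below -70%; inconclusive = maximum activity change from -70% to -50%; inactive = maximum activity change above -50%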;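 also: thallium influx rate constant from kinetic fluorescence after stimulation buffer; % is scaled to controls: 0 for no effect and ±100 for the full control effect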
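Thallium flux read-out: FluxOr dye with Red40 quencher in HBSS/HEPES, 45 min at RT. Rate constants from kinetic reads were normalized to positive and negative DMSO controls. Cells: U2OS virally expressing the 3.1 isoform.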
Rab9 promoter act: qHTS Assay for Rab9 Promoter Activators. Huh7 Rab9 promoter-luciferase reporter, luminescence, 24 h. Potency, µM (highest dose often 9.22 µM), for the others: at the highest dose activation, negative = inhibition, actives largely listed as activators. 2.8% of 320,000 active. AID 485297, 2010; also: potency is read from the fitted curve at half-maximal effect; % of control where 0% means no effect; nearly all actives have a fitted effect of over 60% in size
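Huh7 cells stably carrying Rab9 promoter–luciferase reporter, plated 1500 cells/well, compound added after 2 h and incubated 24 h at 37 °C; luciferase luminescence then read after 10 min with detection reagent.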
FLuc modulator: qHTS profiling assay for firefly luciferase inhibitor/activator using purifed enzyme and Km concentrations of substrates (counterscreen for miR-21 project). Luciferin 4-monooxygenase (Photinus pyralis), P08659. 6.9% of 360,000 active. Potency, µM (top dose mostly 57.5 µM), for the others: top-dose activity change, negative = inhibition, actives largely listed as inhibitors. purified FLuc, Km substrates, luminescence inhibition. AID 588342, 2011;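 also: potency is read from the fitted curve at half-maximal effect; plate controls were vehicle for no effect and reference inhibitor for full effect; nearly all actives have a fitted effect of over 55% in size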
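Purified P. pyralis luciferase (10nM final) with 10uM D-luciferin and 10uM ATP (Km levels) in 50mM Tris acetate pH 7.5, 10mM Mg acetate, 0.01% Tween-20, 0.05% BSA; qHTS 6-point titration, ~60 µM downward; luminescence read.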
RORg inh: qHTS for inhibitors of ROR gamma transcriptional activity | Nuclear receptor ROR-gamma (Mus musculus), P51450 | Drosophila S2 Gal4-RORgamma UAS-luciferase reporter, 20 h | Potency, µM (doses to about 53.6 µM), inactives show at the top dose activity change, negative = inhibition, usual class: inhibitors | 5.4% of 310,000 active | AID 2551, 2010; also: potency is read from the fitted curve at half-maximal effect; % is scaled to controls: 0 for no effect and ±100 for the full control effect; nearly all actives have a fitted effect of over 60% in size
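A Gal4/UAS one-hybrid system in insect cells: metallothionein-promoter Gal4–ROR gamma fusion plus Photinus luciferase reporter. Copper sulfate 700 uM final, 20 hr ambient incubation, luminescent detection after 10 min with reagent.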
MBNL1 CUG block: qHTS Assay for Inhibitors of MBNL1-poly(CUG) RNA binding; AID 2675, 2010; TR-FRET MBNL1-His/biotin-(CUG)12 binding, 665/545 ratio; Potency, µM (highest dose often 57.5 µM), for inactives: at the highest dose activity change, negative = inhibition, usual class: inhibitors; 0.036% of 280,000 active; active = well fitted inhibition curve with a large enough effect in the signal ratio, with a control signal flat, not every such curve was filed as active; inconclusive = small, poorly fitted or top-dose-only effect, or effect the other way, or a change in a side signal; inactive = no such curve, though single readings can be large or run the other way; the % refers to the signal ratio; also: potency is read from the fitted curve at half-maximal effect; % is scaled to controls: 0 for no effect and ±100 for the full control effect
Target sequence (Q9NR56 whole entry, looked up): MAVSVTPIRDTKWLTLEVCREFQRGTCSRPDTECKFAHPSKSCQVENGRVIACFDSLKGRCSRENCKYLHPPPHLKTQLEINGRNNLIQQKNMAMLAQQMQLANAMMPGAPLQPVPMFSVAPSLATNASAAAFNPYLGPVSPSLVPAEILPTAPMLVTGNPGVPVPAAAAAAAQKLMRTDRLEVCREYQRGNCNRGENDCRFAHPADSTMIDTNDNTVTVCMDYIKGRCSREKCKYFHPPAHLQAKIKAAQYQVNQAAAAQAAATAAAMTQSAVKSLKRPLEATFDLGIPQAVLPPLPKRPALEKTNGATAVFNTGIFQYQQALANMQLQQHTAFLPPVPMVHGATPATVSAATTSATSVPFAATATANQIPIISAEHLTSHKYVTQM
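Ratiometric TR-FRET (665 over 545 nm, excitation 340 nm) tracks disruption of MBNL1-His/biotin-(CUG)12 complex after 60 min at room temperature, with compounds at 92 nM to 58 uM final.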
Gal4-VP16 FLuc: VP16 counterscreen qHTS for inhibitors of ROR gamma transcriptional activity. 3.5% of 310,000 active. AID 2546, 2010. Potency, µM (titrated, usually from 53.6 µM), without a hit: at the top dose activity, negative = inhibition, hits mostly inhibitors. Drosophila S2 Gal4-VP16 UAS-luciferase, luminescence, 20 h;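 also: Gal4-VP16 expression switched on by copper sulfate through the metallothionein promoter; potency is read from the fitted curve at half-maximal effect; % is scaled to controls: 0 for no effect and ±100 for the full control effect; nearly all actives have a fitted effect of over 50% in size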
* marks the source's active call; other numbers are inactive results; ? = inconclusive; . = not tested or not shown; & = joins results of further samples; [ ] = remark or other dose. Unless noted, calls follow the shape of the dose curve; as a rule, active = well fitted curve in the direction sought with a large enough effect; inconclusive = small, poorly fitted or top-dose-only effect, or another doubt; inactive = no such curve, though single readings can be large; an effect the other way counts as inactive or inconclusive. A portion of the library; count on the stated rates, not on these rows.

SMILES	Mito fusion yeast	ELG1 DNA repair	NPC1 prom act	PKM2 act	Menin MLL FP TR	KCNH2 3.1 inh	Rab9 promoter act	FLuc modulator	RORg inh	MBNL1 CUG block	Gal4-VP16 FLuc
Cn1c(CCN2CCCCC2)nc2cc([N+](=O)[O-])ccc21	-1.5%	-4.3%	-5.3%	4.5%	?	-37.7	-3.3%	-0.1%	?	?	?
CCCCNCC(O)(c1ccc(Cl)cc1)c1ccc(Cl)cc1	-4.1%	-5.3%	-3.2%	-1.3%	-17.0%	-23.0	-4.9%	-1.1%	-16.1%	-3.9%	-7.3%
CCN(CC)S(=O)(=O)c1ccc(C2=NOC3(C2)N(C)c2ccccc2C3(C)C)cc1 (stereo unspecified)	-1.7%	7.3%	-2.4%	8.1%	10.7%	?	-6.6%	-3.0%	?	.	-14.1%
CCC1CCCCN1C(=O)CSc1nc(N)cc(=O)[nH]1 (stereo unspecified)	0.6%	10.6%	-1.1%	.	?	10.6	-0.4%	1.5%	3.8%	-4.3%	-5.7%
OCCCc1nc2ccccc2n1CCCCOc1ccccc1	-14.8%	-13.3%	-5.0%	.	?	0.4	-4.4%	-2.9%&-3.2%	-0.6%	-2.8%	-3.2%
Cc1ccc(S(=O)(=O)c2nc(-c3cccs3)oc2SCC(N)=O)cc1	-1.0%	-6.6%	-5.5%	10.3%	?	-1.2	-11.2%	-2.6%	-15.6%	13.8%	3.2%
Cc1cc(C)nc(/N=C(\N)Nc2ccc(OCc3ccccc3)cc2)n1	-7.9%	-6.9%	-17.2%	0.7%	?	-79.8*	-30.6%[inhibitor]	4.8%	21.2%	0.5%	?
CC(=O)C1=C(C)NC(SCC(N)=O)=C(C#N)C1c1ccco1 (stereo unspecified)	-0.6%	6.4%	-6.7%	11.7%	-27.7%	-2.3	1.2%	0.6%	?	.	22.0%
CC(=O)OC(C(=O)NCc1ccco1)c1ccncc1 (stereo unspecified)	0.0%	1.7%	3.3%	-1.0%	0.4%	8.1	-7.2%	7.0%	-1.3%	-6.7%	-9.1%
Cc1ccc(C)c(NC(=O)CSc2nnc([C@@H]3CCCN3C(=O)OC(C)(C)C)o2)c1	-0.8%	-11.7%	-3.8%	2.0%	-0.1%	-0.3	2.6%	11.6%	1.6%	-0.4%	-1.1%
COCCn1c(C)cc(C2=NNC(=NC3CC3)SC2)c1C	4.3%	5.17µM*	-41.5%[inhibitor]	-17.8%	-22.8%	18.5	-36.7%[inhibitor]	0.239µM*	1.12µM*	-3.6%	1.12µM*
CCN1CCN(C(=O)c2ccc3c(=O)n(CCC4=CCCCC4)c(=O)[nH]c3c2)CC1	-1.9%	?	-5.4%	18.3%	-17.5%	-2.9	-9.0%	4.0%	?	-6.7%	16.3%
COc1ccc(N2CCN(CCCNC(=O)CCC(=O)N3CCOc4ccc(Cl)cc43)CC2)cc1	-1.5%	-24.0%	-2.0%	.	.	-80.0*	-12.3%	0.7%	43.9%	-3.2%	-11.9%
N#C/C(=C\c1c(N(Cc2ccccc2)Cc2ccccc2)nc2ccccn2c1=O)C(N)=O	6.9%	16.4µM*	1.6%	2.8%	-25.4%	-11.7	-2.9%	0.0%	?	?	7.08µM*
O=C1NCCN/C1=C\C(=O)c1ccc(F)cc1	4.2%	?	28.8%	-2.5%	.	15.0	?	?	36.2%	?	4.4%
CC(C)NC(=O)CCCc1cn(C)c2ccccc12	2.6%	7.8%	3.0%	-0.7%	-11.5%	-22.3	0.1%	2.4%	17.5%	1.8%	-0.4%
O=C(Nc1ccccc1-c1ccccc1)C(=O)Nc1ccccc1-c1ccccc1	-2.4%	22.3%	-3.5%	-0.7%	10.7%	.	-0.4%	0.1%	2.7%	10.8%	-1.1%
Clc1cccc(Cl)c1Cn1cnc2c(N3CCCCCC3)ncnc21	0.8%	?	-2.5%	10.3%	0.3%	-7.6	2.4%	-10.1%	-43.7%	3.5%	12.9%
CSC1=NC(C)(C)C=C(/C=C/c2ccc(Cl)cc2Cl)N1	-3.6%	0.0%	0.8%	8.2%	12.4%	11.2	-4.0%	?	?	2.1%	-14.9%
Cc1ccc([C@@H]2[C@@H]3C(=O)N(c4ccccc4)C(=O)[C@@H]3[C@]3(Cc4ccccc4)C(=O)N(CC4CC4)CC(=O)N23)o1	0.5%	-5.4%	1.4%	-3.0%	4.8%	-1.3	-6.4%	5.0%	-3.9%	-5.8%	0.7%
CCOc1cc(CNCCCN2CCOCC2)ccc1OCC(=O)Nc1cccc2ccccc12	-3.7%	12.6%	-5.2%	-5.1%	-13.7%	-8.1	6.9%	0.2%	-9.1%	9.5%	-14.6%
COc1ccc(S(=O)(=O)N2CCOCC2)cc1NC(=O)COc1ccc(C(C)=O)cc1OC	-8.9%	-15.8%	-3.3%	.	.	0.4	-3.6%	-1.5%	.	.	.
CCCCC(=O)NC(c1ccc(OC)c(OC)c1)c1c(O)ccc2ccccc12 (stereo unspecified)	-8.6%	4.1%	-2.9%	-0.8%	2.6%	10.1	-0.8%	-1.1%	13.5%	-3.6%	0.2%
O=C(NCc1ccco1)c1ccccc1NS(=O)(=O)c1cccs1	5.2%	2.8%	-0.5%	9.7%	-2.1%	-2.7	-8.4%	-1.1%	-3.0%	-6.1%	-2.4%
CC(C)NC(=O)C1COc2ccccc2O1 (stereo unspecified)	4.3%	11.7%	-9.0%	-2.0%	2.5%	12.3	-3.3%	-3.1%	-33.1%	-7.5%	1.1%
CCN(CC)S(=O)(=O)c1ccc2c(c1)nc(-c1ccccn1)n2C	2.6%	?	?	-0.3%	-14.7%	-6.8	?	?	23.2%	1.8%	17.5%
CSc1ccc(/C=N/N2CCN(Cc3ccccc3Cl)CC2)cc1	4.6%	-8.0%	4.4%	3.8%	7.9%	9.5	9.3%	-1.6%	9.3%	.	0.0%
O=C1c2ccccc2C2NC(=O)C3(CCCCC3)N12 (stereo unspecified)	15.1%	?	-1.7%	-2.0%	8.0%	13.5	-2.2%	5.0%	31.8%	-4.9%	25.5%
Cc1nn(C(=O)CCC(=O)NCc2cccc(F)c2)c2ccccc12	-6.7%	-4.9%	-2.8%	-3.7%	4.9%	8.8	-2.9%	-1.4%	0.7%	5.2%	-6.4%
NC(=O)CSc1nnc(Cc2cccs2)n1C1CCCCC1	-2.7%	?	0.8%	-4.1%	-4.5%	-3.4	-6.4%	-0.3%	2.2%	0.5%	9.0%
COc1ccc(CCNC(=O)c2cc3c(=O)n4cccc(C)c4nc3s2)cc1OC	1.2%	-15.0%	0.4%	0.7%	-13.2%	11.2	3.7%	2.7%	-1.4%	4.7%	0.9%
CC(=O)O[C@H]1C2OC(=O)C(C)=C2[C@@H]2OC(=O)[C@]3(CCC4OC41C)OC23 (stereo partly specified)	-5.7%	-6.2%	-3.5%	-4.2%	-0.1%	4.8	-1.1%	2.4%	-12.8%	-7.3%	7.0%
O=C(Nc1cccc(C(=O)Nc2ccc(Cl)cn2)c1)c1ccccc1	2.6%	-28.7%	3.6%	-11.4%	?	-6.9	20.7%	?	21.3%	-0.8%	-3.8%
Cc1ccsc1C(=O)OCC(=O)NCC1CCCO1 (stereo unspecified)	2.6%	?	11.0%	5.5%	-2.0%	1.9	2.7%	-5.7%	32.2%	0.3%	10.2%
